High-throughput results: PubChem, several laboratories
ERb SRC1 inh – ER-beta (human) coactivator binding inhibition; Q92731; 86,000 tested, 1.3% active; inhibition, % at 25.6 µM; AID 633; TR-FRET ER-beta LBD / SRC1-Cy5 peptide binding; receptor agonist-loaded with 1 µM estradiol;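 active means compounds whose percent inhibition of the receptor-coactivator binding signal exceeds about 50% in the single-dose screen, limit read from the data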;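 further: 0% = receptor plus peptide wells without compound and 100% = peptide-only wells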
Mac1 fbg enh – increases human CD11b/CD18 adhesion to fibrinogen; AID 1499; K562 CD11b/CD18 adhesion to fibrinogen, ATPlite luminescence; 93,000 tested, 0.07% active; activation, % at 10 µM;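 active means 10 µM primary screen giving 50% or more activity, confirmed by 40% or more on retest at that dose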; further: strong numbers were not always called active; reference of the scale not given here
Target sequence (P05107 whole entry, looked up, other chains not shown): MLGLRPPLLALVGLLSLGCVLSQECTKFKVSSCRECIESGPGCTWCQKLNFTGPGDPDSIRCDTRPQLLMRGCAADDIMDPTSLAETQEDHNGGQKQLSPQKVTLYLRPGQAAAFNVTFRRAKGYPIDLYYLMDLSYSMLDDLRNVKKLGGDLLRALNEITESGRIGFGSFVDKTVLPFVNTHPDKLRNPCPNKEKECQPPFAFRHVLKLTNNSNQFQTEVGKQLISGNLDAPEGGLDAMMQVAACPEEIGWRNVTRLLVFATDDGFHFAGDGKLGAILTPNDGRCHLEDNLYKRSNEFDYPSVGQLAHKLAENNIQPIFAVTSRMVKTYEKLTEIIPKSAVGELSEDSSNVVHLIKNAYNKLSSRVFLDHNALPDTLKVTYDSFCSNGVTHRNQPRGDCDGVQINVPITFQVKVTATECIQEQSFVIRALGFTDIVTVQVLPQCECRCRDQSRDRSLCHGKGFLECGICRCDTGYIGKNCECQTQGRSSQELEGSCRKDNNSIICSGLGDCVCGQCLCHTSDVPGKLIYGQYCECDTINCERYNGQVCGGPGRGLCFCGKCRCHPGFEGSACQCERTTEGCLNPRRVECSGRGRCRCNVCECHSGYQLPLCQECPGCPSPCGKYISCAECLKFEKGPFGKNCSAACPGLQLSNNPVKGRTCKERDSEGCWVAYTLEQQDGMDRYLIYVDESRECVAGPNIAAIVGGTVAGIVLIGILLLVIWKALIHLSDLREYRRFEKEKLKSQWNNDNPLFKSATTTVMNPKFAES
ERa coact pot – enhances coactivator binding to human estrogen receptor alpha; P03372; TR-FRET ERalpha-LBD/SRC-Cy5 coactivator binding, 2 h; 100 = basal binding, no effect; coactivator binding (% of control), % at 25.6 µM; 86,000 tested, 1.3% active; in the data active means activity above about 200%;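 further: binding measured in presence of low estradiol as agonist stimulus; 0% = peptide alone without receptor and 100% = receptor with peptide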
Ecoli WT expand – E. coli BW25113 growth inhibition, expanded screen; 98,000 tested, 0.15% active; AID 710; OD600 absorbance; growth inhibition, % at 100 µM;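 active means growth inhibition above about 50% at one test dose, limit read from the data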;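 further: growth measured after 20 h incubation at 37 °C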
PLAP act – human PLAP activation | purified PLAP enzyme, luminescent substrate read-out; active compounds read high | activation fold at 20 µM | 96,000 tested, 1.2% active | AID 696; in the data active means activation fold above about 2
FAK blocker – FAK (human) kinase inhibition; biochemical FAK kinase activity assay; Q05397; inhibition, %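 (tested at 7 µM)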; 97,000 tested, 0.84% active; AID 727; in the data active means inhibition above about 19%;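 further: 0% = DMSO and 100% = reference compound high control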
MT1-MMP txn act – activates MT1-MMP transcription; HT1080 MT1-MMP promoter luciferase reporter, luminescence, overnight; active compounds read high; 86,000 tested, 0.16% active; activation factor at 10 µM;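 active means activation factor of at least 2 for MT1-MMP transcription at 10 µM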
CD11b adhes inh – inhibitors of human CD11b/CD18 binding to fibrinogen. P05107+P11215. K562 CD11b/CD18 adhesion to fibrinogen, ATPlite luminescence; Mn2+ added to activate the integrin. inhibition, % at 10 µM. 93,000 tested, 0.54% active. AID 1497;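 active means primary inhibition of 50% or more at 10 µM, then 40% or more on retest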; further: some results filed as inactive read as strong as hits
ERa SRC1 inh – blocks coactivator binding to human estrogen receptor alpha | inhibition, % at 25.6 µM | AID 629 | TR-FRET ER-alpha LBD / SRC-1 peptide, estradiol-bound | 86,000 tested, 1.7% active; in the data active means inhibition above about 50%;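 further: 0% = receptor plus peptide control and 100% = peptide only without receptor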
Active calls of the source: *; . = not tested or not shown; [ ] = remark or other dose.

Below each SMILES: ERb SRC1 inh	Mac1 fbg enh	ERa coact pot	Ecoli WT expand	PLAP act	FAK blocker	MT1-MMP txn act	CD11b adhes inh	ERa SRC1 inh
1	O=C(CN(CCc1ccccc1)C(=O)CNS(=O)(=O)c1ccc(F)cc1)NCc1ccco1
  -7	2	109	-8	1.5	0	1	-12	-14
2	COc1ccc(CCN(C(=O)C(F)(F)F)C(C(=O)NC2CCCCC2)c2ccc(C)s2)cc1OC (stereo unspecified)
  .	0	.	-3	1.5	-2	.	3	.
3	Cc1cc(=O)[nH]c(N/N=C/c2ccco2)n1
  10	-2	89	6	1.2	0	1.3	0	2
4	COC(=O)c1c(N)c(C#N)c2n1CCCCC2
  -17	2	105	1	1	3	1	-1	-17
5	O=C(Oc1ccc(N2C(=O)CCC2=O)cc1)c1ccco1
  4	-1	103	-6	0.9	0	1.2	-2	60*
6	Nc1nc2nc(SCC(=O)N3CCCc4ccccc43)[nH]c2c(=O)[nH]1
  .	1	.	-9	1.6	2	1.2	-12	.
7	Cc1ccc(-c2noc(CCC(=O)NCc3ccc4c(c3)OCO4)n2)cc1
  -2[fluorescence artefact?]	-4	131[fluorescence artefact?]	-1	0.9	0	1.2	-26	9
8	COc1ccc(C2C(C#N)=C(N)N(c3sc4c(c3C#N)CCCC4)C3=C2C(=O)CC(C)(C)C3)cc1 (stereo unspecified)
  .	16	.	-5	1	-1	.	7	.
9	O=c1[nH]cnc2cc(-c3ccccc3)sc12
  .	-4	.	-7	1.1	16	1.4	11	.
10	CCOc1ccc(OCC)c(NC(=O)CN2CCN(C(=O)c3ccco3)CC2)c1
  10	3	109	-3	1	-2	1	-31	-5
11	COC(=O)C1C2C=CC3(CN(CCc4ccccc4)C(=O)C13)O2 (stereo unspecified)
  2	.	109	.	.	-12	1.3	.	0
12	COc1ccc(OC)c(S(=O)(=O)NCCC2=CCCCC2)c1
  2	7	83[fluorescence artefact?]	9	1.5	1	1.1	9	-8
13	O=C(CCCSc1nc(-c2ccco2)cc(C(F)(F)F)n1)Nc1ccc2c(c1)OCO2
  -11	-4	98[fluorescence artefact?]	-6	1.1	-2	1.4	-4	-8[fluorescence artefact?]
14	Cn1c(SCC(=O)NCCc2ccccc2)nnc1-c1ccncc1
  1	0	104	-10	1	1	1	3	1
15	O=C(CSc1nnc(-c2ccco2)n1-c1ccccc1)NCc1ccc2c(c1)OCO2
  2	3	101	5	0.9	2	1.1	2	-4
16	CC(C)(C)n1ncc2c(=O)n(CC(=O)N3CCCCCC3)cnc21
  .	-2	.	7	1.1	2	1.1	-16	.
17	C=CCn1c(-c2cccn(Cc3cccc(Cl)c3)c2=O)n[nH]c1=S
  .	-1	.	-1	1	16	.	16	.
18	O=C(CSC1=Nc2ccccc2C2=NC(CC(=O)NCc3ccco3)C(=O)N12)NCc1ccco1 (stereo unspecified)
  16	4	84	0	1.7	1	1.1	-26	19
19	Clc1ccc2c(c1)c1cc(Cl)ccc1n2CN1CCOCC1
  2	.	71	.	.	1	1.1	.	3
20	O=C(COc1ccccc1)Nc1ccc(S(=O)(=O)N2CCCCCC2)cc1
  4	0	86	-26	0.8	1	1.1	5	-3
21	C=CCNC(=O)c1ccccc1NC(=O)c1ccccc1
  -10	0	116	-4	1	2	1.2	-1	-6
22	COc1ccc(N/N=C(/N=Nc2nc(C)cc(=O)[nH]2)c2ccccc2)cc1
  -8	-3	110[fluorescence artefact?]	1	1.3	1	1.1	52	-5
23	COCCn1nnnc1C(c1ccccc1OC)N1CCN(c2ccccc2)CC1 (stereo unspecified)
  -2	-1	100	-8	1.3	-4	1.3	-9	-11
24	Cc1ccc(OCC(=O)c2cc(C)c(C)cc2C)c([N+](=O)[O-])n1
  -8	0	94	1	1.2	-1	1.4	-19	-15
25	COC(=O)CSc1ncnc2c1sc1nc(-c3ccco3)c3c(c12)CC(C)(C)OC3
  .	35	.	2	1.5	4	1.2	-10	.
26	COc1cc(N)ccc1C(=O)O
  -7	-3	127	0	0.9	0	.	-5	2
27	CCOC(=O)c1c(-c2ccc(C)o2)csc1NC(=O)COC(=O)c1ccc(NC(N)=O)cc1
  .	54	.	-12	1.2	-9	.	20	.
28	O=C(Nc1ccc2c(c1)OCCO2)c1cccnc1
  0	-2	144[fluorescence artefact?]	4	1	.	1.7	-1	-5
29	CSc1nsc(SC)c1C(=O)N1CCN(S(=O)(=O)c2ccc(C)cc2)C1C (stereo unspecified)
  -6	3	92[fluorescence artefact?]	-13	1	-2	1.3	0	-4
30	Cc1ccc(S(=O)(=O)c2c(C)nn(C(C)(C)C)c2OC(=O)c2ccc(Br)o2)cc1
  9	-6	77	-10	1.1	-3	1	54*	7

Profiles, looked up by structure:
Cc1ccc(-c2noc(CCC(=O)NCc3ccc4c(c3)OCO4)n2)cc1 across the screens: ERb SRC1 inh: -2[fluorescence artefact?]; Mac1 fbg enh: -4; ERa coact pot: 131[fluorescence artefact?]; Ecoli WT expand: -1; PLAP act: 0.9; FAK blocker: 0; MT1-MMP txn act: 1.2; CD11b adhes inh: -26; ERa SRC1 inh: 9
CC(C)(C)n1ncc2c(=O)n(CC(=O)N3CCCCCC3)cnc21 across the screens: ERb SRC1 inh: .; Mac1 fbg enh: -2; ERa coact pot: .; Ecoli WT expand: 7; PLAP act: 1.1; FAK blocker: 2; MT1-MMP txn act: 1.1; CD11b adhes inh: -16; ERa SRC1 inh: .
COc1ccc(CCN(C(=O)C(F)(F)F)C(C(=O)NC2CCCCC2)c2ccc(C)s2)cc1OC (stereo unspecified) across the screens: ERb SRC1 inh: .; Mac1 fbg enh: 0; ERa coact pot: .; Ecoli WT expand: -3; PLAP act: 1.5; FAK blocker: -2; MT1-MMP txn act: .; CD11b adhes inh: 3; ERa SRC1 inh: .

An excerpt from above in order of the Mac1 fbg enh value, descending:
nr | SMILES | Mac1 fbg enh
8 | COc1ccc(C2C(C#N)=C(N)N(c3sc4c(c3C#N)CCCC4)C3=C2C(=O)CC(C)(C)C3)cc1 (stereo unspecified) | 16
15 | O=C(CSc1nnc(-c2ccco2)n1-c1ccccc1)NCc1ccc2c(c1)OCO2 | 3
6 | Nc1nc2nc(SCC(=O)N3CCCc4ccccc43)[nH]c2c(=O)[nH]1 | 1
16 | CC(C)(C)n1ncc2c(=O)n(CC(=O)N3CCCCCC3)cnc21 | -2
26 | COc1cc(N)ccc1C(=O)O | -3
9 | O=c1[nH]cnc2cc(-c3ccccc3)sc12 | -4

Next compounds.
Below each SMILES: ERb SRC1 inh	Mac1 fbg enh	ERa coact pot	Ecoli WT expand	PLAP act	FAK blocker	MT1-MMP txn act	CD11b adhes inh	ERa SRC1 inh
31	CC(=O)c1cnn(-c2cc(Oc3ccccc3C)ncn2)c1C
  .	33	.	5	1.1	2	.	8	.
32	O=S(=O)(N=S(N1CCCCC1)N1CCCCC1)c1ccccc1
  -1	-1	120	-7	0.9	-2	1.1	5	0
33	Cc1nc2c(C)cccn2c1/C(O)=C1\C(=O)C(=O)N(CCN2CCOCC2)C1c1cccs1 (stereo unspecified)
  -7	.	103	3	1.1	2	1.2	.	2
34	COc1ccc(N=C/C=C2\C=C(c3ccccc3)OC(C)(C)O2)cc1
  11[fluorescence artefact?]	.	96	.	.	-1	1.5	.	9[fluorescence artefact?]
35	CC(=O)/C(=N/Nc1ccccc1C)N1CCOCC1
  .	-3	.	8	1	-9	.	25	.
36	COc1ccc(NC(=O)CN2C(=O)c3cccc4cccc2c34)c(OC)c1
  -6	.	126	-5	1	-2	1.2	.	8
37	Cc1cc(C)c(C#N)c(SCC(=O)Nc2ccc3c(c2)OCO3)n1
  10	5	100	1	1	-4	1.3	-64	27
38	O=C(O)CCCCCNC(=O)c1cccc(Br)c1
  -1[fluorescence artefact?]	-1	125	-9	0.9	0	1.2	-4	1
39	Nc1c(C(=O)c2ccccc2)oc2ccc(Br)cc12
  3[fluorescence artefact?]	1	117	-1	0.6	3	1.9	5	-13
40	O=C(CCCSc1ccccc1)Nc1nc(-c2ccccn2)cs1
  10	-2	106	11	1.6	0	0.9	-24	14[fluorescence artefact?]
41	CC1(C)Cc2ccccc2-c2nnc(SCC(=O)Nc3ccc4c(c3)OCO4)n21
  1	-2	129	-9	1	2	0.9	16	9
42	CC(=O)C1=C(C)NC(=O)NC1c1ccccc1 (stereo unspecified)
  2	-3	114	-2	1.1	-6	1.2	-6	-4
43	O=C(Nc1ccc(-c2nnc3n2CCCCC3)cc1)c1cnccn1
  -11	3	110	-1	1.1	-2	1.2	-5	-8
44	Cc1ccc2oc(=O)c3cnn(CC(=O)NCCc4ccsc4)c3c2c1
  4	-3	98	2	1.3	4	1.1	1	0
45	COC(=O)[C@H](CCSC)NC(=O)NCCC1=CCCCC1
  -1	0	110	-14	1.3	0	1.1	-3	-8
46	Cc1cccc(C(=O)NCCN2CCN(c3ccccc3)CC2)c1
  8	-1	111	8	1.1	2	1.3	-15	1
47	O=C(COC(=O)c1ccccc1)c1ccc(Br)cc1
  .	2	.	-3	0.9	-7	.	8	.
48	CCCSc1nc2c(cnn2-c2ccc(Cl)cc2)c(=O)[nH]1
  .	34	.	-7	1.5	-2	0.9	-9	.
49	CC(=O)Nc1ccc(C(=O)Nc2ccc(S(=O)(=O)NCC3CCCO3)cc2)cc1 (stereo unspecified)
  -22[fluorescence artefact?]	4	113	-7	0.8	2	1.1	-10	-17
50	O=C1CC(c2ccco2)c2ccc3ccccc3c2N1 (stereo unspecified)
  10	-4	73	1	1	5	1.1	10	7
51	O=C(COc1ccc(Br)cc1CO)Nc1ccc(F)cc1
  1[fluorescence artefact?]	2	104	11	0.9	4	1.1	-8	-6
52	Cc1cc2c(ncn2C(C)C)c(N)c1C
  .	-3	.	-3	1	-1	.	3	.
53	COc1cccc(C2CC(=O)NC(SC)=C2C#N)c1 (stereo unspecified)
  25	1	95	-2	1	-1	.	-2	10
54	Clc1ccc(OCc2nc(-c3ccc(Br)o3)no2)cc1
  1[fluorescence artefact?]	1	116[fluorescence artefact?]	1	0.8	3	.	3	10[fluorescence artefact?]
55	CC(=O)Nn1cnc2c(c1=O)C1(CCCC1)Cc1ccccc1-2
  -6	3	116	-2	1.3	7	1.3	16	-10
56	Cn1c(=O)c2c(nc(N3CCCC3)n2CC(O)CO)n(C)c1=O (stereo unspecified)
  -1	-4	115	5	1	3	1.1	-10	-8
57	CCc1nc2sc3c(c2c(=O)n1N)CCC3
  -27	1	98	2	0.9	0	1.2	-4	-31
58	CCOC(=O)CC(=O)Nc1ccc(C)cc1
  -3	-2	111	1	0.9	2	1.2	-9	-6
59	O=C(Nc1ccc(NC(=O)C2CC2)nc1)c1ccccn1
  -4	-2	119[fluorescence artefact?]	-6	0.8	-1	0.6	-2	-4
60	Cc1cccc(-c2cc3nc(C)cc(N4CC(C)CC(C)C4)n3n2)c1 (stereo unspecified)
  -18[fluorescence artefact?]	.	88	.	.	-1	1	.	-21
61	Cc1cc(C)nc(SCc2nnc(SCC#N)n2-c2cccc(Cl)c2)n1
  -2	-1	105	1	1.2	4	1.4	18	-4
62	Cc1cc2ncn(S(=O)(=O)N3CCCCC3)c2cc1C
  -2	2	88	4	1.2	3	1.3	-13	1
63	COc1ccc(N(C(C)C(=O)N/N=C/c2ccc(OC(C)C)cc2)S(C)(=O)=O)cc1 (stereo unspecified)
  .	10	.	17	1.4	-7	.	15	.

Two of these compounds in another layout.
27	CCOC(=O)c1c(-c2ccc(C)o2)csc1NC(=O)COC(=O)c1ccc(NC(N)=O)cc1
49	CC(=O)Nc1ccc(C(=O)Nc2ccc(S(=O)(=O)NCC3CCCO3)cc2)cc1 (stereo unspecified)
Screen / compound no. | 27 | 49
ERb SRC1 inh | . | -22[fluorescence artefact?]
Mac1 fbg enh | 54 | 4
ERa coact pot | . | 113
Ecoli WT expand | -12 | -7
PLAP act | 1.2 | 0.8
FAK blocker | -9 | 2
MT1-MMP txn act | . | 1.1
CD11b adhes inh | 20 | -10
ERa SRC1 inh | . | -17

An unsorted share of the library; 5.1% or so of the library scored in one or more.
